# Compound activity: PubChem, National Center for Advancing Translational Sciences (NCATS)
# RORgamma inh = inhibitors of mouse ROR gamma transcriptional activity | AID 2551 | P51450 | hit rate 5.4% among 310,000 | Drosophila S2 Gal4-RORgamma UAS-luciferase reporter, 20 h | Potency, µM (top dose mostly 53.6 µM), for inactives: at the highest dose activity change, negative = inhibition, most hits filed as inhibitors; further: potency means the concentration at half of the fitted maximal effect; on the % scale 0 is the no-effect control and ±100 the full control effect; nearly all actives have a fitted effect of over 60% in size
#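 Drosophila S2 cells stably expressing Gal4-DBD/mouse RORγ fusion under metallothionein promoter plus UAS-luciferase; compound 1 h, then 700 uM CuSO4 induction for 20 h at ambient temperature; inhibition read as reduced luminescence.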
# ELG1 DNA repair = blocks ELG1-dependent DNA repair in HEK293T cells | HEK293T ELG1-luciferase reporter, luminescence, 16 h; DNA damage induced by 5-fluorouridine | Potency, µM (doses to about 46.1 µM), for the others: at the highest dose activity change, negative = inhibition, actives largely listed as inhibitors | hit rate 2.3% among 330,000; further: potency means the concentration at half of the fitted maximal effect; on the % scale 0 is the no-effect control and ±100 the full control effect; nearly all actives have a fitted effect of over 55% in size
#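 Quantitative HTS, concentration-response format. 2,000 cells/well co-treated with 5-fluorouridine and compound, 16 hr in 5% CO2 at 37 °C; ONE-Glo luminescence read after 30 min.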
# p53 reactivation = re-activators of mutant p53; Potency, µM (titrated, usually from 92.2 µM), inactives show top-dose activity change, positive = activation, usual class: activators; hit rate 0.063% among 320,000; H1299 p53-A138V BP100-luciferase reporter, luminescence, 24 h; AID 504706; further: potency means the concentration at half of the fitted maximal effect; % of control where 0% means no effect; nearly all actives have a fitted effect of over 45% in size
#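 p53-null H1299 cells stably carrying temperature-sensitive p53-A138V and a BP100-luciferase reporter were pinned with compounds (4-point, 1:5 series) and held 24 hrs at 37 deg C. Luminescence was read 10 min after detection reagent.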
# NPC1 prom act = NPC1 promoter activation; Huh7 NPC1 promoter luciferase reporter, 24 h; Potency, µM (top dose mostly 9.22 µM), without a hit: at the top dose activation, most hits filed as activators; hit rate 2.4% among 320,000; AID 485313;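 further: potency means the concentration at half of the fitted maximal effect; % of control where 0% means no effect; nearly all actives have a fitted effect of over 60% in size; reporter is driven by a mutant NPC1 promoter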
#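 Huh7 cells stably carrying NPC1 promoter–luciferase, plated in Opti-MEM with 10% FBS for 2 h, were exposed to compound in DMSO for 24 h at 37 °C; luciferase reagent was added for 10 min and luminescence read.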
# ELG1 genotox = induces genotoxicity in HEK293T cells with luciferase-tagged ELG1; HEK293T ELG1-luciferase reporter, luminescence, 16 h; Potency, µM (doses to about 46 µM), inactives show top-dose activity change, positive = activation, hits mostly activators; hit rate 1.3% among 330,000; further: potency means the concentration at half of the fitted maximal effect; % of control where 0% means no effect; nearly all actives have a fitted effect of over 60% in size
#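 DMSO vehicle served as control against compound-treated ELG1-luciferase HEK293T cells; exposure lasted 16 hr at 37 °C and 5% CO2, followed by ONE-Glo luminescence detection after 30 min.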
# Gal4-VP16 FLuc = counter-screen for ROR gamma inhibitors: Gal4-VP16 reporter. hit rate 3.5% among 310,000. AID 2546. Potency, µM (top dose mostly 53.6 µM), without a hit: at the highest dose activity, negative = inhibition, actives largely listed as inhibitors. Drosophila S2 Gal4-VP16 UAS-luciferase, luminescence, 20 h;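 further: Gal4-VP16 expression switched on by copper sulfate through the metallothionein promoter; potency means the concentration at half of the fitted maximal effect; on the % scale 0 is the no-effect control and ±100 the full control effect; nearly all actives have a fitted effect of over 50% in size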
# Tb PFK block = blocks T. brucei phosphofructokinase. O15648. Potency, µM (top dose mostly 57.5 µM), for inactives: top-dose activity, negative = inhibition, usual class: inhibitors. AID 485367. T. brucei PFK, ADP-Glo luminescence. hit rate 0.17% among 330,000;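 further: potency means the concentration at half of the fitted maximal effect; 0% = uninhibited 1x PFK enzyme wells and -100% = no-enzyme wells; nearly all actives have a fitted effect of over 60% in size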
# Target sequence (O15648 whole entry, looked up): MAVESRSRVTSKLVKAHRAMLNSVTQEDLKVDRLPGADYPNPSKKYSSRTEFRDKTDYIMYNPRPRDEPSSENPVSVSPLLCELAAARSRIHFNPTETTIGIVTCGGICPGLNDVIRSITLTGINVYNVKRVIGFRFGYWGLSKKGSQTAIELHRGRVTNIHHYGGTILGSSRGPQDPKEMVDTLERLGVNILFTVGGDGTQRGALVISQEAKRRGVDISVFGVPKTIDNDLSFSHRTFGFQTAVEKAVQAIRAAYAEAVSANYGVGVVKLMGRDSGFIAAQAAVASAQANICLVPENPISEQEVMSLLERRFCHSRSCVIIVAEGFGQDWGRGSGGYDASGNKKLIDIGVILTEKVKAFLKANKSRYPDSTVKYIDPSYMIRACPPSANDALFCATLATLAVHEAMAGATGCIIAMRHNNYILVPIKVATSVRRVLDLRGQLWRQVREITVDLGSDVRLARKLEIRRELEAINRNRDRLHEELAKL
#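 ADP-Glo luminescence quantified ADP after 45 min at room temperature, with 1.25 nM T. brucei PFK, 0.1 mM ATP and 0.5 mM fructose-6-phosphate in pH 8.0 TEA buffer. qHTS titrations up to 57 µM; curves classified by quality.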
# FLuc modulator = counter-screen for miR-21 project: firefly luciferase inhibitors or activators | hit rate 6.9% among 360,000 | purified FLuc, Km substrates, luminescence inhibition | Potency, µM (top dose mostly 57.5 µM), for the others: top-dose activity change, negative = inhibition, hits mostly inhibitors | P08659;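 further: potency means the concentration at half of the fitted maximal effect; plate controls were vehicle for no effect and reference inhibitor for full effect; nearly all actives have a fitted effect of over 55% in size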
# Target sequence (P08659 whole entry, looked up): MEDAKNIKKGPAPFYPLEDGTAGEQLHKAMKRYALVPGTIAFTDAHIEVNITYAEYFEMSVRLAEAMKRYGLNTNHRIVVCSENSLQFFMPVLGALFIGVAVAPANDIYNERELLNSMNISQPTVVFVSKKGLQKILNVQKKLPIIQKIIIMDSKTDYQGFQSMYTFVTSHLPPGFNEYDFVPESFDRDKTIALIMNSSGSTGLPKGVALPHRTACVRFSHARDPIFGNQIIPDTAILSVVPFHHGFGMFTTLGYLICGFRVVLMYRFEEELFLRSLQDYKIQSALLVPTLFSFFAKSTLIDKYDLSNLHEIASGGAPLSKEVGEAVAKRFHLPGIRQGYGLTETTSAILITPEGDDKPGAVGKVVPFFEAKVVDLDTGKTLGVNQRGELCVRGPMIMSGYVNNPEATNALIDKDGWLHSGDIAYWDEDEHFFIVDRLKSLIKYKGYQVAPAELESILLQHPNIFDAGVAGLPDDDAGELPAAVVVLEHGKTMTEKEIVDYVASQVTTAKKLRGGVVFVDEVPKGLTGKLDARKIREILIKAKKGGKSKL
#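 Biochemical qHTS of compounds, final roughly 60 µM downward over six points, against 10 nM purified firefly luciferase using Km concentrations of substrates (10 uM D-luciferin, 10 uM ATP) in Tris acetate pH 7.5 buffer; luminescence output.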
# Rab9 prom act = activators of Rab9 promoter | AID 485297 | hit rate 2.8% among 320,000 | Huh7 Rab9 promoter-luciferase reporter, luminescence, 24 h | Potency, µM (top dose mostly 9.22 µM), for the others: at the top dose activation, negative = inhibition, usual class: activators; further: potency means the concentration at half of the fitted maximal effect; % of control where 0% means no effect; nearly all actives have a fitted effect of over 60% in size
#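 Huh7 cells stably carrying Rab9 promoter–luciferase reporter, plated 1500 cells/well, compound added after 2 h and incubated 24 h at 37 °C; luciferase luminescence then read after 10 min with detection reagent.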
# TRPV1 agonist = human TRPV1 agonism; hit rate 0.19% among 320,000; Q8NER1; activation, % at 8.33 µM; TRPV1-expressing cells, Fluo-8 calcium influx, agonist mode; AID 540275; in the data active means activation above about 80%; inconclusive means between about 30% and that limit; further: 0% is about no effect
#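 Cells expressing TRPV1 were dye-loaded with Fluo-8 and read kinetically: 10 s baseline, 3 min after compound (agonist portion), then 2 min after EC20 capsaicin (allosteric enhancer portion). Calcium-bound dye fluorescence at 480/520 nm.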
# BRCA1 expr act = activators of BRCA1 expression; MCF7-BRCA1-FFLuc reporter, luminescence, 48 h; response scale: scaled: vehicle 0%, 10 µM genistein 100%; Potency, µM (series often up to 46.1 µM), inactives show at the highest dose activation, actives largely listed as activators; hit rate 1.1% among 380,000; further: potency means the concentration at half of the fitted maximal effect; nearly all actives have a fitted effect of over 80% in size; some results filed as inactive show a strong effect at the top dose
#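 First, MCF7-BRCA1-FFLuc cells (2000/well) attach for 2 h; next, compounds are pin-added and incubated 48 h at 37 °C; finally, luciferase reagent is added and luminescence read after 15 min.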
# Starred values were filed as active, the others as inactive; ? = inconclusive; . = no result given; & = joins results of further samples; [ ] = dose if it differs, or a comment. Unless noted, the call rests on the fitted dose curve; in most records, active means well fitted curve in the direction sought with a large enough effect; inconclusive means small, poorly fitted or top-dose-only effect, or another doubt; inactive means no such curve, though single readings can be large; an effect the other way counts as inactive or inconclusive.
mol,Gal4-VP16 FLuc,ELG1 genotox,Rab9 prom act,FLuc modulator,RORgamma inh,BRCA1 expr act,p53 reactivation,TRPV1 agonist,ELG1 DNA repair,Tb PFK block,NPC1 prom act
COC(=O)C(=Cc1ccc(OCc2ccc([N+](=O)[O-])cc2)c(OC)c1)C(=O)OC,-9%[0.365 µM],?,1%,9.5µM*,16µM*,-75%[inhibitor],?,-2,?,0%,-1%
CC1CN(C(=O)c2cc3cc([N+](=O)[O-])ccc3oc2=O)CC(C)O1 (stereo not given),-15%,-2%,-1%,-2%,-20%,2%,?,-2,3%,0%,1%
CCOC(=O)c1c(NC(=O)Nc2ccc(F)cc2)sc2c1CCN(C)C2,-7%,1%,-7%,-2%,4%,-43%,-2%,22,-3%,6%,-1%
CNS(=O)(=O)c1cc(N(C)S(=O)(=O)c2ccc(C)cc2)c(C)cc1C,10%,-9%,-12%,0%,-1%,-4%,-3%,1,-7%,0%,-1%
Cc1ccccc1NC(=O)COC(=O)CNC(=O)c1sc2ccccc2c1Cl,4%,1%,1%,?,-5%,-2%,-5%,9,4%,-2%,-2%
Cn1c(N)c(C(=O)COC(=O)CCOc2ccc(C(C)(C)C)cc2)c(=O)n(C)c1=O,-1%,4%,8%,21µM*,17%,-10%,2%,2,11%,-3%,-3%
Cn1ccnc1SCc1cc(=O)[nH]c2ccccc12,26%,14%,-4%,2%,-23%,36%,1%,6,2%,-4%,-2%
CCCCNC(=O)CNC(=S)N(CCCN1CCOCC1)Cc1cccs1,-3%,2%,1%,-1%,11%,-5%,-4%,-1,9%,6%,0%
Cn1c(=O)c2c(nc(N3CCOCC3)n2C/C=C/c2ccccc2)n(C)c1=O,3%,2%,-5%,-3%,1%,-36%,-5%,-3,8%,3%,1%
C/C(=N\NC(=O)CNc1ccccc1)c1ccccc1,6%,2%,-8%,4%,11%,-7%,-1%,4,10%,-4%,-5%
CCN(C(=O)COC(=O)CNC(=O)c1cccc(C)c1)c1c(N)n(Cc2ccccc2)c(=O)[nH]c1=O,.,6%,3%,0%,.,-5%,-1%,3,?,3%,-3%
CC1CCN(c2ccccc2NC(=O)c2ccc(C#N)cc2F)CC1,-6%,2%,1%,1%,8%,-35%,14%,26,-1%,2%,2%
Cc1cc(C)cc(OCCn2c(C3CC(=O)N(c4ccccc4Cl)C3)nc3ccccc32)c1 (stereo not given),.,.,-1%,-9%,.,.,.,15,.,-3%,4%
O=C(Cc1ccccc1)N[C@@H](Cc1ccccc1)c1nc2ccccc2[nH]1,4%,-8%,0%,1%,17%,1%,9%,21,?,-8%,-10%
O=C(NCCCc1ccccc1)Nc1ccccc1,4%,5%,3%,?,30%,40%,8%,?,?,9%,0%
O=C(NCCCn1ccnc1)c1nn2c(C(F)(F)F)cc(-c3ccccc3)nc2c1Cl,8%,-9%,-2%,3%,-1%,-9%,-3%,-1,-8%,-2%,-2%
Oc1ccc(N2CCN(c3ncnc4sc5c(c34)CCC5)CC2)cc1,1%,-1%,1%,?,-9%,-42%,-6%,-2,?,-29%,1%
COc1ccc(C(CC(=O)Nc2cc([N+](=O)[O-])ccc2OC)c2ccccc2)cc1 (stereo not given),0%,-6%,0%,6%,16%,-52%,0%,6,-25%,-4%,-1%
COc1ccc(CCN2C(=O)N[C@@H](CCC(=O)O)C2=O)cc1,-5%,0%,-4%,-1%,1%,5%,4%,-3,17%,-3%,1%
COC(=O)c1cccc(C(=O)N2CCCC(CCC(=O)N(C)CCc3ccccn3)C2)c1 (stereo not given),-13%,-3%,0%,0%,-18%,14%,-15%,0,8%,-1%,3%
O=C(CCC(=O)N1CCN(c2cccc(Cl)c2)CC1)c1cccs1,.,0%,-2%,1%,.,0%,-7%,29,2%,?,0%
CCN(CC)CCCNc1cc2n(c(=O)n1)CCc1cc(OC)c(OC)cc1-2,-2%,8%,-7%,-2%,5%,-15%,-3%,-1,1%,3%,-2%
Cc1ccc(NC(=O)[C@@H]2CCCN2S(=O)(=O)c2ccccc2F)cc1S(=O)(=O)N1CCOCC1,0%,-2%,2%,0%,29%,-27%,-6%,-2,-24%,0%,1%
CN(c1nc2ccccc2nc1Cl)S(=O)(=O)c1ccccc1,?,5%,2%,?,25%,-10%,2%,5,?,-1%,1%
CN(Cc1cccs1)c1nc(-c2cccnc2)nc2ccccc12,-10%,-13%,-2%,-9%,-15%,-42%,-5%,?,?,1%,1%
Oc1c(Br)cc(Br)cc1/C=N/n1c(-c2ccccc2)n[nH]c1=S,?,0%,1%,2%,?,-64%,.,-3,-22%,-3%,5%
O=[N+]([O-])c1ccc(-c2ccc(/C=N/n3cnnc3)o2)c(Br)c1,-5%,-10%,-1%,3%,2%,4%,.,10,7%,1%,-3%
CN(CC(=O)Nc1ccccc1C(F)(F)F)Cc1c(O)ccc2ccccc12,-26%,0%,7%,1%,-15%,1%,5%,-2,-14%,0%,7%
O=C(COc1coc(CN2CCN(c3ccccc3F)CC2)cc1=O)Nc1ccccc1,.,-2%,-4%,9%,.,0%,5%,-2,1%,24%,1%
Cc1noc(NS(=O)(=O)c2ccc(NC(=O)C(Cl)(Cl)Cl)cc2)c1C,1%,1%,2%,-3%,-33%,-1%,0%,-2,2%,0%,1%
CC1(C(=O)NCCc2c[nH]c3ccccc23)C=CCN1C(=O)c1ccccc1 (stereo not given),-2%&6%,-3%,18%,-2%,7%&2%,-1%,15%,-2,15%,0%,1%
Cc1ccc2cc(/C=N/NC(=O)[C@H](C)NC(=O)OC(C)(C)C)c(Cl)nc2c1,3%,-3%,0%,-2%,24%,0%,12%,3,19%,-4%,-2%
CSc1ccc(S(=O)(=O)N2CCC(C(=O)NCC3CCCO3)CC2)cc1 (stereo not given),-6%,0%,-7%,-1%,11%,-11%,-1%,-1,0%,-8%,1%
NC(=O)C1CCN(c2nc(-c3cccc(Cl)c3)cs2)CC1,.,15%,?,?,.,4µM*,4%,.,?,0%&0%,25%
Oc1c(Br)cc(/C=N/Nc2nncc3ccccc23)cc1Br,-5%,12%,29%,9.5µM*,-6%,8.9µM*,?,4,?,?,?
O=C(CC1(O)C(=O)Nc2ccccc21)c1ccc(-n2cccc2)cc1 (stereo not given),7%,-3%,-1%,-9%,7%,38%,5%,-1,?,-3%,2%
CCOC(=O)c1c(C)c(C(=O)NCCCOC)c(C)n1C,-2%,1%,-5%,5%,12%,2%,-3%,-8,14%,0%,-1%
CC1(C)CC(=O)C=C(c2cccc(Br)c2)C1,.,1%,-3%,-12%,.,10%,-9%,?,-14%,10%,-2%
NC(=O)C1=C[C@@H](c2coc3ccccc3c2=O)C[C@@H](OCCCCO)O1,1%,0%,-6%,3%,14%,-4%,6%,-1,?,1%,-3%
Cc1cccc(NC(=O)Cn2cc([N+](=O)[O-])cn2)n1,-14%,-8%,-12%,-2%,-14%,0%,5%,-1,-10%,-9%,-15%
CC(=O)c1ccc(N2CCN(C(=O)c3ccc(Cl)c(NC4=NC5CS(=O)(=O)CC5S4)c3)CC2)cc1 (stereo not given),0%,1%,-7%,0%,11%,0%,8%,3,9%,0%,-4%
CSc1nnc(-c2ccccc2)c(=O)[nH]1,7%,2%,13%,-9%,15%,0%,21%,-1,-2%,-1%,0%
CCOc1ccc(C2C=C(c3ccc(C)cc3)Nc3nnnn32)cc1 (stereo not given),-1%,1%,3%,-1%,14%,-34%,9%,2,-3%,-8%,4%
CN(CP(=O)(O)C(O)c1ccccc1)S(C)(=O)=O (stereo not given),-20%,0%,2%,4%,-6%,-9%,-5%,-2,24%,2%,10%
O=C(CSC1=NS(=O)(=O)c2cc(Cl)ccc2N1)NCc1ccccc1,.,-1%,-5%,3%,.,-6%,9%,-3,6%,3%,-2%
COc1ccccc1NS(=O)(=O)c1cc(NC(=S)Nc2cc(C)cc(C)c2)ccc1Cl,?,-9%,0%,0%,?,0%,10%,13,?,-10%,-5%
COC(=O)c1nn(-c2ccc(C)cc2)ccc1=O,8%,2%,-2%,-1%,8%,-4%,14%,0,23%,-2%,-2%
Clc1ccc(-c2nnc(NCCN3CCCC3)c3ccccc23)cc1,-12%,-2%,-4%,2%,-2%,-41%,-12%,-2,15%,-1%,0%

# Random draw from the library; overall some 15% were active at least once.
